Screening data: PubChem, National Center for Advancing Translational Sciences (NCATS)
RGS4 inhibitor – blocks human RGS4-accelerated GTP hydrolysis; P49798; Transcreener GDP fluorescence polarization, RGS4-accelerated GTP hydrolysis; Potency, µM (series often up to 114 µM), without a hit: at the highest dose activity change, negative = inhibition, usual class: inhibitors; 0.039% of 390,000 active; AID 504845; note: potency is the fitted concentration of half-maximal effect; % is set by controls: 0 for no effect and ±100 for the full control effect; nearly all actives have a fitted effect of over 75% in size; some results filed as inactive show a strong effect at the top dose
Target sequence (P49798 whole entry, looked up): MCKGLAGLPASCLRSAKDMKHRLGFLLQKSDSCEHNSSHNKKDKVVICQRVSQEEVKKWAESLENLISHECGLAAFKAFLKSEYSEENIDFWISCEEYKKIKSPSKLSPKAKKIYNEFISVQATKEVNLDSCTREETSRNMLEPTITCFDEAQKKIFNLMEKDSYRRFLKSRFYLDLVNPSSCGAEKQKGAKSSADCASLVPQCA
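MLSMR compounds (23 nl, pin-transferred) preincubated 10 min at room temperature with a 500nM (2x) first reagent, then RGS4 at 900nM (2x) plus Transcreener GDP mix added; fluorescence polarization (620/688 nm) read before and after 90 min at 30 °C.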
ERG Ets-DNA blk – ERG Ets/DNA interaction inhibition | fluorescence polarization, His-ERG Ets domain / labelled DNA | Potency, µM (doses to about 76.9 µM), without a hit: at the top dose FP activity, negative = inhibition, usual class: inhibitors | 0.028% of 370,000 active | AID 624246; active = well fitted inhibition curve with a large enough effect in the polarisation, with a control signal flat; inconclusive = small, poorly fitted or top-dose-only effect, or effect the other way, or a change in a side signal; inactive = no such curve, though single readings can be large or run the other way; the % refers to the polarisation;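 note: polarization taken with two DNA probes labelled with fluorescein and Texas red; potency is the fitted concentration of half-maximal effect; % of control where 0% means no effect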
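His-tagged ERG Ets domain (1 uM in the protein solution; 300mM KCl, 50mM Tris-HCl, 1mM EDTA, 1mM DTT, pH 7.5) received compound, then a probe mix of 5 nM fluorescein-DNA and 100nM Texas-615-DNA. Fluorescence polarization was read for both dyes.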
GRP78 ERSR act – ER stress response induction in glioma; Potency, µM, for inactives: at the highest dose activation, usual class: activators; U87-MG GRP78 promoter luciferase reporter, 16 h; 0.02% of 420,000 active; note: potency is the fitted concentration of half-maximal effect; series mostly up to about 76 µM; % of control where 0% means no effect; nearly all actives have a fitted effect of over 35% in size
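ERSR induction read as luciferase luminescence (Bright-Glo, 10 min at room temperature) in stably transfected human U87-MG glioma cells exposed to compounds for 16 h, using GRP78 as sensor.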
D2 antagonist – D2 dopamine receptor (human) antagonism; P14416; HEK293 TREx D2 cells, calcium flux, dopamine EC80; inhibition, % at 10 µM; 2% of 340,000 active; in the data active = inhibition above about 30%; note: 0% is about no effect
Target sequence (P14416 whole entry, looked up): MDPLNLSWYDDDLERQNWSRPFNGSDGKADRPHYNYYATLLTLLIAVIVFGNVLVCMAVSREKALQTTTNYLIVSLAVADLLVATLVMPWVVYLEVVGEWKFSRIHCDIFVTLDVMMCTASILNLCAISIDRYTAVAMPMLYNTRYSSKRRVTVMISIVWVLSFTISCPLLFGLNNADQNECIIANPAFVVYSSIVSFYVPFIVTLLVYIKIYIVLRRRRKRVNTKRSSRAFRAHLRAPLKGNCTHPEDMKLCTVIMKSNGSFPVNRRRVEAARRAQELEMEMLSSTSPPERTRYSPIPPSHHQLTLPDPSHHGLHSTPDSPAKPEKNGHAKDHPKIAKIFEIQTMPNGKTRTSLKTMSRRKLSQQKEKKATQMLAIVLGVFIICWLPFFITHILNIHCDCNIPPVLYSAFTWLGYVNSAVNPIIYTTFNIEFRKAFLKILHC
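Calcium mobilization kinetics were recorded at 1 s intervals in tetracycline-induced HEK293 T-REx D2 cells, first for 180 s after compound addition and then 180 s after EC80 dopamine.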
12-LOX inh – blocks human arachidonate 12S-lipoxygenase. P18054. purified 12hLO, xylenol orange hydroperoxide absorbance. Potency, µM (doses to about 108 µM), inactives show at the top dose activity change, negative = inhibition, most hits filed as inhibitors. 1.1% of 580,000 active; note: potency is the fitted concentration of half-maximal effect; % is set by controls: 0 for no effect and ±100 for the full control effect
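Purified human 12hLO at 150 nM in 25 mM Hepes, 0.01% Triton X-100, pH 7.0, preincubated 15 min at room temperature with compound. Reaction started with 40 uM arachidonic acid, 30 min at room temperature. Hydroperoxide measured by Fe-xylenol orange, 573/405 nm absorbance ratio.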
Vif-A3G inh – Vif-A3G binding inhibition | Q9HC16 | HeLa A3G-eYFP + Vif (tagged APOBEC3G with the HIV-1 protein that degrades it), YFP fluorescence, overnight | Potency, µM (highest dose often 46.1 µM), inactives show at the highest dose activity, negative = active, usual class: inhibitors | 0.076% of 410,000 active;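 note: potency is the fitted concentration of half-maximal effect; % is set by controls: 0 for no effect and ±100 for the full control effect; nearly all actives have a fitted effect of over 60% in size; hits raise eYFP signal because A3G escapes Vif-driven loss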
Target sequence (Q9HC16 whole entry, looked up): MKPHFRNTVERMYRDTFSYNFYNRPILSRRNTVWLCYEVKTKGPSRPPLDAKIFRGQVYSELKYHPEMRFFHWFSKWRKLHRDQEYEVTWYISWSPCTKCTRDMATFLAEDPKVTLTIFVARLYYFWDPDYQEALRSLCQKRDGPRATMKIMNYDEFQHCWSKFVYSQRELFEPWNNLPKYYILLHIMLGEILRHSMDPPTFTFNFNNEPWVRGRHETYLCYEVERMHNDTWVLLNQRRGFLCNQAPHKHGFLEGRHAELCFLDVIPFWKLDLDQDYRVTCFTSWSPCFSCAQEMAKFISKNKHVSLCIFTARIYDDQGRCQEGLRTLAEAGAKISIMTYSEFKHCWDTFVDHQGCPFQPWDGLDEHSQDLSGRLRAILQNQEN
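HeLa cells stably expressing Vif and C-terminally eYFP-tagged A3G, seeded overnight at 37 deg C, then exposed to compound by pintool overnight at 37 deg C. Rise in yellow fluorescence (Ex 488/Em 500-530, Acumen) marks blocked Vif-driven A3G degradation.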
D2 agonist – activates the human D2 dopamine receptor; HEK293 T-REx D2 cells, calcium flux agonist mode; activation, % at 2 µM; 0.53% of 340,000 active;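 active = activation over 3 SD above normal in the single-dose calcium agonist read, cut at about 30% in these data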; note: 0% is about no effect
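Tetracycline-induced HEK293 T-REx cells with force-coupled D2 receptor, plated overnight at 30 C, loaded with no-wash calcium dye. After a 10 s baseline, compound was pin-added and calcium flux read kinetically for 180 s; calcium rises flagged agonists.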
Vif-APOBEC3F blk – inhibitors of Vif-A3F interaction; Potency, µM (top dose mostly 46.1 µM), without a hit: at the highest dose activity, negative = active; AID 602313; 0.2% of 390,000 active; HeLa A3F-eYFP + Vif (tagged APOBEC3F with the HIV-1 protein that degrades it), YFP fluorescence increase; note: potency is the fitted concentration of half-maximal effect; % of control where 0% means no effect; nearly all actives have a fitted effect of over 65% in size
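HeLa cells stably expressing A3F-eYFP plus Vif, plated and incubated overnight at 37 deg C, then exposed to compounds overnight at 37 deg C. Blocked degradation read as raised yellow fluorescence (Ex 488/Em 500-530).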
LDHA inh – blocks human lactate dehydrogenase A | 0.15% of 480,000 active | P00338 | activity change, % (values are at about 110 or 230 µM) | purified LDHA, NADH/diaphorase-resazurin fluorescence; hits give low values; in the data active = activity change below about -30%; inconclusive = mostly about -25% to -30%;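 note: plate controls were DMSO wells for no effect and wells without enzyme for full effect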
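Resorufin fluorescence (ex540/em590), read at 0 and 20 min after diaphorase/resazurin addition, reports the NADH left after a 5 min room-temperature reaction of 2 nM human LDH5 with 0.06 mM NADH and 0.2 mM pyruvate.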
* = called active by the depositor; ? = inconclusive; . = not tested or not shown; & = joins results of further samples; [ ] = remark or other dose. Unless noted, calls come from the whole dose curve; as a rule, active = well fitted curve in the direction sought with a large enough effect; inconclusive = small, poorly fitted or top-dose-only effect, or another doubt; inactive = no such curve, though single readings can be large; an effect the other way counts as inactive or inconclusive.

mol,RGS4 inhibitor,ERG Ets-DNA blk,GRP78 ERSR act,D2 antagonist,12-LOX inh,Vif-A3G inh,D2 agonist,Vif-APOBEC3F blk,LDHA inh
O=C(NCCCc1ccccc1)C(=O)NCC1OCCN1S(=O)(=O)c1ccc(F)cc1 (centres undefined),?,-8%,-5%,3,474%[activator],-1%,0.1,-4%,-7
Cn1c(C(=O)O)ccc1S(=O)(=O)N1CCCCCC1,-16%,3%,-1%,-7,0%,3%,1.2,-1%,-5
O=C(CN1CCN(C(=O)c2ccco2)CC1)NCc1ccc(Cl)cc1,-35%,14%,-1%,32*,?,3%,-0.3,1%,-6
COc1ccc(CCNC(=O)c2ccc3c(c2)S(=O)(=O)N=C2CCCCCN23)cc1,-20%,-9%,-2%,-1,0%,0%,0.3,-13%,-3
Cc1ccc(S(=O)(=O)NCc2cccnc2)c(C)c1,-1%,13%,-3%,2,18%,-2%,-0.1,-2%,-3
Cc1ccc(CC(=O)NCc2ccc(F)cc2)cc1,-1%,-1%,-1%,5,-15%,2%,-0.5,-2%,-3
O=C(NCc1ccccc1)NC1COc2ccccc2C1 (centres undefined),6%,2%,-2%,.,-19%,2%,0.4,11%,-7
CCOC(=O)CC(NC(=O)c1cccs1)c1ccc(OCC)cc1 (centres undefined),26%,4%,-3%,19,0%,-3%,0.0,3%,5
COc1ccc(-n2nnc3c(=O)n(CC(=O)N4CCC(Cc5ccccc5)CC4)cnc32)cc1,-18%,-3%,-2%,-3,0%[57.4 µM],-5%,0.2,8%,1
O=C1[C@@H]2CSC(c3ccc(C(F)(F)F)cc3)N2C(=O)N1c1ccccc1 (some centres undefined),-17%,4%,-3%,.,-21%,-2%,.,-7%,-5
Clc1ccc(-n2nnnc2-c2cnc(-c3ccncc3)nc2-c2cccs2)cc1,-10%,9%,-3%,-7,-2%,-22%,0.3,-4%,-2
O=C(NC1CCCCC1)C(c1ccccc1)N(C(=O)c1cccs1)c1ccc2c(c1)OCO2 (centres undefined),-13%,2%,-3%,-5,-6%[57.4 µM],1%,0.9,-10%,4
CSc1ncccc1C(=O)OCc1ccc(Br)cc1,7%,0%,5%,-7,?,-2%,-0.3,-13%,-5
Cc1cccc(NC(=O)c2cc(C)nc3ccccc23)c1,33%,-15%,-5%,8,-15%,-1%,-0.1,-1%,-8
COc1ccccc1C(=O)NC(=O)COC(=O)c1ccc(NC(=O)CC#N)cc1,-12%,13%,-2%,.,-1%,2%,.,-29%,-3
CC1=C(/C=C/C(C)=C/C=C/C(C)=C\C(=O)O)C(C)(C)CCC1,1%,3%,-2%&-4%&-5%&-4%&-4%,.,?,-2%,.,0%,-1
COc1ccc(C)cc1NC(=O)CN1C(=O)COc2ccc(S(=O)(=O)N3CCC(C)CC3)cc21,0%&1%,-7%&-7%,-4%&-5%,-6,0%&-16%,-3%&2%,-0.2,-15%&-5%,0&1
CC(C)NC(=S)N/N=C/c1cccs1,-22%,-7%,-2%,-4,-21%,6%,0.2,4%,-2
Cn1c(Cl)c(/C=N/OC(=O)c2ccc(Cl)cc2)c2ccccc21,-18%,-5%,0%,56*,156%[activator],1%,0.0,-4%,2
CCCCCNS(=O)(=O)c1cc2c3c(c1)CCC(=O)N3CCC2,-12%,?,1%,0,0%,-1%,-0.1,1%,-3
COc1ccc(CNC(=O)CSc2ccsc2[N+](=O)[O-])cc1,-12%,9%,-2%,-7,-20%,-5%,-5.0,1%,-3
CCOc1ccc(C(C(=O)NC2CCCCC2)N(C(=O)c2ccccn2)c2cccnc2)cc1 (centres undefined),-8%,-1%,-6%,-17,-1%,3%,-0.8,-1%,-11
COc1cc(OC)cc(C(=O)NC(=S)N2CCCCC2c2cccnc2)c1 (centres undefined),-22%,-4%,-2%,41*,-20%,2%,-0.5,-18%,-2
O=C(c1sc2cc(F)ccc2c1Cl)N1CCN(c2ccccc2)CC1,7%,-6%,-2%,7,0%,-1%,-1.1,9%,-3
COc1ccc(Nc2oc(-c3ccco3)nc2S(=O)(=O)c2ccc(F)cc2)cc1,17%,-8%,-3%,-10,?,-4%,-1.5,-7%,-9
O=C(COc1cccc2c1CCN(Cc1ccc(Cl)cc1)C2=O)N1CCOCC1,-14%,4%,2%,4,5%,0%,1.4,1%,-1
O=C(CN1CCN(C(=O)C2CCCO2)CC1)Nc1cc(C(F)(F)F)ccc1Cl (centres undefined),2%,-6%,-3%,7,-6%,2%,-1.3,-28%,-3
COc1ccc(N(CC(=O)NC2CCCCC2)C(=O)CNC(=O)c2ccco2)cc1OC,14%,-5%,-4%,7,-14%,2%,0.5,-14%,-14
Cc1ccccc1C(=O)NC1CCN(CC(=O)Nc2ccc3c(c2)OCCO3)CC1,-21%,1%,-4%,-7,-3%,1%,0.0,0%,-2
COc1ccc(S(=O)(=O)NCC2CCCN(Cc3ccccc3C)C2)cc1 (centres undefined),-3%,13%,-4%,-17,-10%,2%,0.7,0%,-1
CCn1nnc2cc(C(=O)Nc3cccc(C)c3C)ccc21,1%,-3%,-3%,.,-8%,?,0.1,-2%,-12
Clc1ccc(CN2CCC(c3ccccc3)CC2)cc1,10%,-6%,5%,85*,-18%,0%,-0.5,-9%,-1
O=C(NCCSCc1c(F)cccc1Cl)C1CCN(S(=O)(=O)Cc2ccccc2)CC1,15%,-7%,-3%,.,-13%,4%,0.6,2%,-11
O=C(CCl)Nc1cn(-c2ccccc2)nc1-c1ccccc1,-10%[56.9 µM],-6%,-12%,-7,-21%,?,1.0,8%,-1
COc1ccc(C(CNC(=O)c2ccc(C)c(S(=O)(=O)N3CCCCC3)c2)N2CCCC2)cc1 (centres undefined),-27%,-13%,-5%,.,-23%,-16%,.,0%,-3
C=CCn1c(N)c(C(=O)Nc2ccccc2)c2nc3ccccc3nc21,17%,4%,4%,-11,10%,-14%,1.9,?,6
CC(C)(CO)NC(=O)Nc1ccc(Cl)c(Cl)c1,15%,-2%,-4%,12,?,0%,0.0,4%,-7
Nn1cnnc1N/N=C/c1ccc(Cl)cc1Cl,-13%,-9%,-13%,17,?,-7%,-2.5,-5%,11
CCOC(=O)c1cc(C)n(-c2c(C)n(C)n(-c3ccccc3)c2=O)c1C,?,-10%,0%,4,0%,2%,6.0,-2%,0
Cc1nnc(C)n1-c1ccc(C(=O)Nc2cccc(Br)c2)cc1,-11%,-1%,-2%,.,0%,-2%,0.4,-5%,-1
CCOc1c(CNc2nnnn2C)cccc1OC,-3%,10%,0%,-2,-5%,1%,0.8,-6%,0
CCc1c(C)nc(SCC(=O)N2CCCCC2C)[nH]c1=O (centres undefined),1%,-2%,-4%,3,-25%,1%,-0.1,-4%,-8
Cc1ccc(Cl)cc1N(C)C(=O)c1noc2c1CCCCC2,-14%,1%,-2%,.,-2%,6%,-2.2,0%,-10
O=C(CN(C1CCCCC1)S(=O)(=O)c1ccccc1)NCc1ccco1,-30%,.,-3%,5,?,-3%,0.2,1%,2
CCOc1ccccc1C(=O)N(Cc1cc(OC)c(OC)c(OC)c1)C1CCS(=O)(=O)C1 (centres undefined),9%,-1%,-2%,.,4%,0%,3.8,-14%,-6
CC1=C(c2ccc(C(C)C)cc2)S(=O)(=O)N=C1N1CCC(C(=O)NCc2ccco2)CC1,-27%,2%,.,.,-20%,.,.,.,-10
CC(=O)N1c2c(cc(Br)cc2S(=O)(=O)NCc2ccccc2)CC1C (centres undefined),13%,5%,-3%,0,6%,0%,-3.1,2%,-2
CC(CNC(=O)c1ccc2c(c1)nc1n2CCCCC1)c1ccccc1 (centres undefined),-2%,-4%,-2%,.,-27%,-5%,-0.4,0%,-3
CS(=O)(=O)c1cccc(C(=O)Nc2ccccc2Cc2ccccc2)c1,-16%,-4%,-3%,22,4%,-5%,0.2,4%,-7
C[C@H](O)CC1=C[C@H](O)[C@@H](C)OC1=O,-4%,1%,-4%,-6,?,2%,-0.2,-4%,5
CCCOc1ccc(N2CC(C(=O)Nc3ccccc3C(=O)NCc3ccco3)CC2=O)cc1 (centres undefined),30%,-6%,1%,-1,-12%,0%,-1.2,-5%,-4
COC(=O)c1cc2ccsc2n1CC(=O)N(C)C1CCCCC1,-23%,-19%,-3%,-6,0%,2%,0.7,-1%,3
NC(=S)N/N=C/c1coc2ccc(F)cc2c1=O,10%,-4%,-1%,-3,78%[activator],1%,5.0,17%,-1
O=c1cc(CN2CCc3ccccc3C2)nc2sccn12,22%,13%,0%,8,2%,-11%,3.2,17%,6
Nc1ccn([C@@H]2O[C@H](CNS(=O)(=O)c3cc4ccccc4s3)[C@@H](O)[C@H]2O)c(=O)n1,.,.,-2%,.,27%,0%,.,8%,-2
O=[N+]([O-])c1cc(Br)c(OCc2nnc(-c3ccccc3)o2)c(Br)c1,-6%,2%,3%,-10,-15%,4%,1.5,-2%,-8

These rows are one share of the data. The share of hits here may be higher or lower than overall.
